Screening results as filed in PubChem BioAssay.
VLA-4 inh: inhibition in a human VLA-4 binding assay. P13612. VLA-4 expressing cells, ligand binding flow cytometry. inhibition, % (about 7 µM as worked out from the volumes in the protocol). 330,000 tested, 0.2% active; in the data active means inhibition above about 50%
PME-1 inh: blocks human protein phosphatase methylesterase 1; Q9Y570; AID 2130; inhibition, % at 5.9 µM; 320,000 tested, 0.53% active; recombinant PME-1, FP-Rh probe fluorescence polarization;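 active means inhibition above the campaign mean of all compounds plus 3 SD, cut at about 26% in these data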;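 further: competitive labeling of PME-1 active site by serine hydrolase directed probe; 0% = PME-1 with DMSO and 100% = wells lacking PME-1 enzyme; inhibitors block probe labeling so polarization falls and inhibition rises; many of its hits are not listed in these tables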
Efflux pump mplx: antifungal efflux pump inhibition, Nile Red retention | S. cerevisiae Candida pump triplex | inhibition, % at 10 µM | 330,000 tested, 0.44% active;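 active means plate passing quality check with inhibition over a set limit, or well fluorescence over plate mean plus 4 SD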;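 further: Nile Red retained in pooled yeast measured as flow cytometry median fluorescence; 0% = buffer negative control and 100% = Enniatin B positive control; higher means more Nile Red kept so more efflux inhibition; some compounds called inactive have numbers as strong as hits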
MCL1-BIM inh: MCL1-BIM-BH3 interaction inhibition (human) | Q07820 | GST-MCL1 / FITC-Bim-BH3 fluorescence polarization | inhibition, % at 10.9 µM | 320,000 tested, 0.68% active | AID 2057;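 active means inhibition above the mean inhibition of all tested compounds plus 3 SD, set per campaign, cut at about 40% in these data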;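 further: 0% = DMSO wells and 100% = unlabeled Bim-BH3 peptide control; higher means more loss of mP so more displacement of Bim peptide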
Target sequence (Q07820 whole entry, looked up): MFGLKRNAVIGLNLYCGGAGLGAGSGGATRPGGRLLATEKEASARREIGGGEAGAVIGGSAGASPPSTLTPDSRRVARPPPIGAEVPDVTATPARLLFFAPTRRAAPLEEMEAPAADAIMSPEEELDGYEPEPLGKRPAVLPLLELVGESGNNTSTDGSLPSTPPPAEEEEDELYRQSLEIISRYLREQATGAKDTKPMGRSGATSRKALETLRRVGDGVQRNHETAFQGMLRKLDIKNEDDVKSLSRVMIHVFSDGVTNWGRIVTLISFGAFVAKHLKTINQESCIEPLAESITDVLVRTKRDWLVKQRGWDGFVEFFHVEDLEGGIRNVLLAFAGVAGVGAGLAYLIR
GLD-1 TGE inh: GLD-1-TGE RNA interaction inhibition (C. elegans); purified GLD-1 + fluorescein TGE RNA, fluorescence polarization; inhibition, % at 5.96 µM; Q17339; 320,000 tested, 0.44% active;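 active means percent inhibition above a per-plate cutoff, the plate mean of test compounds plus 3 SD, cut at about 30% in these data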;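 further: 0% = DMSO wells with GLD-1 and probe and 100% = wells lacking GLD-1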
Bcl-xL primary: Bcl-xL (human) inhibition; Q07817; GST-Bcl-xL / FITC-Bim BH3 peptide fluorescence polarization; inhibition, % at 10.9 µM; 320,000 tested, 0.7% active; AID 2129;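 active means inhibition above the mean of all tested compounds plus 3 SD, cutoff set per campaign, cut at about 30% in these data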;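 further: 0% = DMSO wells and 100% = unlabeled Bim-BH3 peptide competitor; inhibitors lower millipolarization by displacing the labeled peptide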
Target sequence (Q07817 whole entry, looked up): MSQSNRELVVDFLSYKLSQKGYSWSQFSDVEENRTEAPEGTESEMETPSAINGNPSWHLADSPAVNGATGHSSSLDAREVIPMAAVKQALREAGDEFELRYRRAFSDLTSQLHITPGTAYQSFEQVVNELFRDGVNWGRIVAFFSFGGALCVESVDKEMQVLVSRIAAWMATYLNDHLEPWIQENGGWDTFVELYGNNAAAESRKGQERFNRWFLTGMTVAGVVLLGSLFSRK
GRK2 inh: blocks RNA aptamer binding to human GRK2. P25098. inhibition of aptamer binding, % at 10 µM. 330,000 tested, 0.59% active. AID 488847. bead flow cytometry, FAM-aptamer displacement from GRK2;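 active means inhibition of aptamer binding above 40%, roughly 3 SD of noise, on plates passing a quality check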;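 further: median bead fluorescence of bound FAM aptamer so fluorescent compounds give negative values; no value below 0 was filed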
MEX-5 binding: C. elegans MEX-5 TCR-2 RNA binding activity; MEX-5/FITC-TCR2 RNA binding, fluorescence polarization; active compounds read low; activity score (negative = inhibition of binding), % at 10 µM; Q9XUB2; 300,000 tested, 0.38% active;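 active means inhibition past about -25% in most replicates, and total fluorescence under double the plate's negative control median, limit read from the data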;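 further: 0% = DMSO and -100% = 5 µM competing unlabeled TCR2 RNA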
Target sequence (Q9XUB2 whole entry, looked up): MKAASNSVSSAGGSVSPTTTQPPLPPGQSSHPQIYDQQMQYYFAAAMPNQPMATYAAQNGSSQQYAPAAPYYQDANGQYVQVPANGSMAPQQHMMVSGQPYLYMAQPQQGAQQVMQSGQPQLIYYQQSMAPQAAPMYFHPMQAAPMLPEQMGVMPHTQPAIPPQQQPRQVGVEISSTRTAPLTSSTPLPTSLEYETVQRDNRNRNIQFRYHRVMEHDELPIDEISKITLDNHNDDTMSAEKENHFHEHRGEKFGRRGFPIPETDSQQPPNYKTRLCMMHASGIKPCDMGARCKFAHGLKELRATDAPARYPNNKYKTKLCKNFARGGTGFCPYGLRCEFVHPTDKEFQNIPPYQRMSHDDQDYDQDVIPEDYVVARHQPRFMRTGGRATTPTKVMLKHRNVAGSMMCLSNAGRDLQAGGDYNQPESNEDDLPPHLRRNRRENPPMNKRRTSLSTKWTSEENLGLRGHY
Fam108B counter: Fam108B inhibition, counter-screen for RBBP9 inhibitors; recombinant Fam108B, FP-Rh probe fluorescence polarization; inhibition, % at 9.51 µM; 300,000 tested, 0.33% active;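 active means inhibition above the screen mean inhibition plus 3 SD, computed separately per campaign, cut at about 18% in these data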;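 further: inhibitors lower polarization as less probe binds the enzyme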
Numbers without * were called inactive; · = no result given. Only part of the results is shown; rates above refer to the full screens.

SMILES | VLA-4 inh | PME-1 inh | Efflux pump mplx | MCL1-BIM inh | GLD-1 TGE inh | Bcl-xL primary | GRK2 inh | MEX-5 binding | Fam108B counter
CC1CCN(S(=O)(=O)c2ccc3c(c2)oc(=O)n3CC(=O)NCc2ccc3c(c2)OCO3)CC1 | 5 | -16 | -0.3 | -2 | 6 | 2 | 0 | 1.8 | -5
CCc1ccccc1NC(=O)CNC(=O)c1cn(Cc2ccccc2)nc1-c1cccnc1 | -3 | -1 | 0.0 | -1 | 1 | -1 | 0 | · | ·
COc1ccc(-c2nc(C)c(C(C)=O)n2O)cc1 | -3 | -1 | 0.1 | 2 | 0 | 5 | 1 | 0.3 | 7
CCOC(=O)N1CCN(C(=O)c2ccc3c(=O)n4c(nc3c2)CCCCC4)CC1 | -4 | 3 | 0.2 | 3 | -7 | 5 | 0 | -1.2 | 6
Cc1ccc(OCCC(=O)Nc2ccc(S(=O)(=O)N3CCCC3)cc2)cc1 | 11 | -4 | 0.1 | -3 | 1 | -2 | 1 | · | ·
CSCC[C@H](NC(=O)C(C)Oc1ccc(Cl)cc1)c1nc2ccccc2[nH]1 (stereo not given in full) | -2 | 2 | 0.0 | -1 | 4 | 0 | 3 | -1.8 | -6
COC(=O)c1cc(NC(=O)Nc2cc(OC)ccc2OC)cc(C(=O)OC)c1 | 28 | -2 | 0.1 | -5 | 0 | -4 | 0 | 1.3 | 2
CN(C(=O)c1ccc(Cl)c(S(=O)(=O)N2CCOCC2)c1)c1ccccc1C(=O)O | 5 | -8 | 0.0 | -2 | 2 | -1 | 5 | -4.0 | -3
CCN(CC)S(=O)(=O)c1cc(C(=O)Nc2cc(C)on2)c(Cl)cc1Cl | 2 | 2 | 0.0 | 14 | 4 | 5 | 9 | 1.1 | 2
CCOC(=O)Nc1cc(C(=O)OC)ccc1C | 8 | -2 | -0.1 | 1 | 4 | -1 | 0 | 1.7 | 3
O=C(O)c1ccccc1NC(=O)c1cc2ccccc2oc1=O | 2 | · | 0.0 | · | · | · | 1 | 1.4 | ·
O=C(NNC(=S)Nc1cccc(C(F)(F)F)c1)c1cccc(Cl)c1 | 15 | 7 | -0.2 | 12 | 2 | 9 | 0 | -0.8 | 1
COc1cccc(CNCC2CCCO2)c1 (stereo not given) | -8 | -1 | -0.1 | -8 | -1 | 5 | 1 | 0.9 | -1
Cc1ccc(C(=O)CSc2nnc(-c3cccs3)n2C)o1 | 15 | -1 | -0.1 | -5 | 7 | -2 | 1 | -1.6 | -1
CCOC(=O)N/N=C1\CC(C)CC(C)(C)C1 (stereo not given) | 7 | 0 | 1.1 | -2 | 1 | -4 | 0 | 2.5 | -1
O=C(COc1ccc([N+](=O)[O-])cc1)Nc1ccc2[nH]c(=O)[nH]c2c1 | 19 | 3 | 0.1 | 3 | 2 | 4 | 0 | -1.4 | 4
COC(=O)[C@@H]1C[C@@]2(O)[C@@H](O)[C@@H](O)[C@@H](O)C[C@H]2N1Cc1ccc(C)s1 | 23 | -2 | 0.1 | -3 | 4 | 5 | 1 | -0.9 | 2
CCOC(=O)N1CCN(C(=O)C2CCN(S(=O)(=O)c3ccccc3)CC2)CC1 | 12 | 0 | -0.1 | 1 | -2 | 3 | 1 | 2.8 | 2
Clc1ccc(CSc2cc3c(nn2)-c2ccccc2CC3)cc1Cl | 23 | -8 | 0.1 | -5 | -1 | -2 | 3 | 1.3 | -10
Cc1c(NC2=NC3(CCCCC3)Cc3ccccc32)c(=O)n(-c2ccccc2)n1C | 23 | 2 | 0.2 | 4 | -1 | 3 | 0 | 1.9 | 0
Cc1ccc(-n2c(SCC(=O)N(C)C3CCS(=O)(=O)C3)nc3ccccc3c2=O)cc1 (stereo not given) | -1 | 1 | 0.0 | -1 | -6 | 1 | 3 | -0.1 | 1
COC(=O)c1c(NC(C)=O)sc(C(=O)Nc2ccccc2)c1C | -12 | 4 | -0.1 | -1 | 0 | 2 | 1 | -0.8 | 3
CCN(C(=S)NC(=O)c1ccccc1Br)C1CCCCC1 | 8 | 1 | 0.1 | 13 | -2 | 9 | 1 | 0.6 | 7
Cc1ccc(NC(=O)CCC(=O)OC(C)C(=O)c2ccccc2)cc1 (stereo not given) | 1 | 2 | -0.3 | -1 | -7 | 1 | 2 | 1.2 | -1
C=CCn1c(C(CC(C)C)CC(C)O)n[nH]c1=S (stereo not given) | -3 | 2 | 0.0 | 8 | 1 | 8 | 3 | 2.7 | 2

Additional results follow.
SMILES | VLA-4 inh | PME-1 inh | Efflux pump mplx | MCL1-BIM inh | GLD-1 TGE inh | Bcl-xL primary | GRK2 inh | MEX-5 binding | Fam108B counter
COc1ccc(NC(=O)CN(c2ccccc2)S(=O)(=O)N(C)C)cc1OC | 16 | -7 | -0.1 | 14 | -3 | 4 | 3 | -0.9 | -2
CCOC(=O)C(C)Sc1nc(-c2ccco2)cc(C(F)(F)F)c1C#N (stereo not given) | -87 | -10 | 0.5 | 3 | -3 | 0 | 2 | 0.8 | -4
Cc1ccc(-n2nc3c(c2NC(=O)CC(C)C)CS(=O)(=O)C3)cc1 | 3 | -1 | -0.1 | 5 | -3 | 5 | 1 | 2.4 | -1
Cc1cc(C)cc(C(=O)OCC(=O)NCC(F)(F)F)c1 | 4 | 5 | 1.0 | 0 | 3 | 0 | 0 | 0.6 | 2
COc1cccc(N/C(SC)=C(/C#N)C(=O)NCc2cccs2)c1 | 4 | 0 | 0.3 | 1 | 4 | 4 | 1 | 1.0 | -1
CCCc1cc(=O)[nH]c(SCC(=O)Nc2cccc(S(=O)(=O)N3CCOCC3)c2)n1 | 11 | -2 | -0.1 | 0 | 3 | 6 | 2 | · | ·
O=C(NCc1ccc(Cl)cc1)C1CCCN1C(=O)Nc1ccccc1 (stereo not given) | -1 | 4 | 0.0 | 9 | 2 | 5 | 1 | -2.2 | -3
COc1ccc(NC(=O)COn2nnc3ccc(Cl)cc32)cc1OC | 10 | 4 | 0.0 | 5 | -3 | 3 | 0 | 2.4 | -1
CCn1c(-c2csc3c2CCC(C)C3)n[nH]c1=S (stereo not given) | 20 | -2 | 0.0 | -9 | 6 | -7 | 3 | 1.1 | 0
CCC(C)C(=O)Nc1cc(C(=O)OC)cc(C(=O)OC)c1 (stereo not given) | 14 | 2 | -0.1 | 3 | 0 | 4 | 2 | 0.3 | 3
CCc1ccc(NC(=O)CN2C(=O)CC(C)S(=O)(=O)c3ccccc32)cc1 (stereo not given) | -13 | 0 | -0.1 | 5 | 3 | 2 | 4 | 0.3 | -2
CC(C)CNC(=O)COC(=O)c1ccc2c(c1)C(=O)N(Cc1ccco1)C2=O | 0 | 0 | -0.1 | -1 | 8 | 0 | 3 | -0.9 | 2
O=C(NC1CCCCCCC1)c1cc(F)c(F)cc1Cl | 37 | -2 | 0.1 | -13 | 4 | -10 | 5 | -3.4 | 3
Cc1c(NC(=O)Nc2ccc(Cl)cc2Cl)c(=O)n(-c2ccccc2)n1C | -6 | 1 | -0.2 | -3 | 1 | 1 | 0 | -2.1 | 0
COc1ccc2c(c1)c(C(=O)N/N=C/c1cccc(Br)c1)c(C)n2C | 0 | 0 | 0.1 | 2 | 6 | -3 | 0 | 1.5 | 1
CCOc1ccc(N(CC(=O)Nc2c(C)n(C)n(-c3ccccc3)c2=O)S(=O)(=O)c2ccccc2)cc1 | 12 | 3 | -0.2 | -3 | -3 | 0 | 2 | -1.8 | 0
CC(O)CNc1nc2c(c(=O)n(C)c(=O)n2C)n1Cc1cccc(C(F)(F)F)c1 (stereo not given) | 25 | 6 | 0.0 | -3 | 3 | 2 | 1 | -0.7 | 2
C#CCOCCOCCOCCNc1nc(N2CCN(C(=O)[C@H](CO)n3cc([C@@H](N)C(C)C)nn3)CC2)nc(N2CCN(C(=O)[C@H](CCC(=O)O)n3cc([C@@H](N)[C@H](C)CC)nn3)CC2)n1 | -30 | · | 0.0 | · | 1 | · | 0 | · | ·
CCOC(=O)N1CCN(C(=O)Cc2ccccc2OC)CC1 | 3 | 2 | 0.1 | 4 | -1 | 2 | 1 | 1.1 | 0
COc1ccc(C(NC(=O)N2CC(C)OC(C)C2)C(Cl)(Cl)Cl)cc1F (stereo not given) | -12 | 2 | 0.3 | -3 | -1 | -1 | 0 | -1.4 | 0
O=S(=O)(c1ccccc1)c1nc(Nc2ccccc2N2CCOCC2)sc1Cl | 1 | 17 | -0.2 | 1 | 0 | -4 | 0 | -2.1 | 3
CC1CC(=O)Nc2ccccc2N1S(=O)(=O)c1ccccc1 (stereo not given) | 1 | 2 | 0.3 | 4 | -5 | 2 | 1 | 2.4 | -6
Cc1ccccc1-n1nc2c(c1NC(=O)c1ccc(S(=O)(=O)N(C)C)cc1)CSC2 | 5 | 1 | 0.1 | 0 | -2 | -1 | 0 | 4.3 | 0
O=S(=O)(NC1CCCC1)c1ccc(S(=O)(=O)N2CCN(c3ccccc3)CC2)cc1 | -3 | 1 | 2.0* | -3 | 8 | 2 | 0 | 1.8 | -7
CC(=O)Nc1cccc(/C(C)=N/NC(=O)c2ccc(CN3CCOCC3)cc2)c1 | 2 | 0 | 0.1 | 0 | -4 | 3 | 2 | 1.4 | -5

Just Fam108B counter, VLA-4 inh and GLD-1 TGE inh, for some of the entries so far:
mol	Fam108B counter	VLA-4 inh	GLD-1 TGE inh
O=C(NCc1ccc(Cl)cc1)C1CCCN1C(=O)Nc1ccccc1 (stereo not given)	-3	-1	2
CC(O)CNc1nc2c(c(=O)n(C)c(=O)n2C)n1Cc1cccc(C(F)(F)F)c1 (stereo not given)	2	25	3
CC(=O)Nc1cccc(/C(C)=N/NC(=O)c2ccc(CN3CCOCC3)cc2)c1	-5	2	-4
CC(C)CNC(=O)COC(=O)c1ccc2c(c1)C(=O)N(Cc1ccco1)C2=O	2	0	8

More compounds:
SMILES | VLA-4 inh | PME-1 inh | Efflux pump mplx | MCL1-BIM inh | GLD-1 TGE inh | Bcl-xL primary | GRK2 inh | MEX-5 binding | Fam108B counter
COc1ccc(CN2CCC(=O)N([C@H](CO)c3ccccc3)CC2)cc1 | 12 | -2 | -0.1 | -4 | 6 | 2 | 0 | 2.6 | 0
Cc1c(C(=O)OCC(=O)Nc2ccc(C(=O)N(C)C)cc2)oc2ccccc12 | -9 | -1 | 0.4 | 3 | -3 | 1 | 0 | 0.1 | -3
COCCCNC(=O)C1CCCN(S(=O)(=O)c2cccc3nsnc23)C1 (stereo not given) | 1 | -3 | 0.0 | 1 | -2 | 4 | 0 | -0.9 | -1
O=C(CC1NC(=O)NC1=O)NC1(C(=O)NC2CCCCC2)CCCCC1 (stereo not given) | 14 | -3 | 0.1 | 10 | 9 | 9 | 0 | -0.4 | 1
COc1ccccc1C(=O)COC(=O)CCNS(=O)(=O)c1ccc(C)c(C)c1 | -2 | 9 | 0.0 | -4 | 0 | 3 | 0 | -1.9 | -3
Fc1ccccc1-c1csc(=Nc2cccnc2)n1CCCn1ccnc1 | 22 | -4 | 0.3 | -6 | 3 | 5 | 2 | -11 | -3
CC(N=Cc1ccccc1O)c1ccccc1 (stereo not given) | 1 | -2 | -0.2 | 1 | 1 | 2 | 3 | -0.6 | -2
Fc1ccc(NC(=S)N2CCCC2)cc1 | -5 | -5 | 0.0 | 6 | 0 | 5 | 0 | -0.3 | -2
